Assay outcomes from PubChem.
RGS4 act: potentiators or activators of RGS4. HEK293 M3R/inducible RGS4, carbachol calcium flux Fluo4; stronger effect = lower value. B-score at 10 µM. actives 0.92% (n = 310,000). AID 463111;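 active = B-score of the integrated calcium signal more than 4 SD below the library mean, with starting fluorescence not abnormally high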;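 also: negative B-score means reduced calcium response which marks RGS4 activation or potentiation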
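Reagent: ECmax carbachol challenge; Test system: M3R-expressing HEK293 line, RGS4 induced by doxycycline; Schedule: overnight RGS4 induction, 30 min dye load 37 °C, 20 min compound RT; Detection: calcium dye Fluo4 fluorescence; Read-out: Agonist-evoked peak-minus-minimum fluorescence over baseline, integrated ratio, B score.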
TRPC6 inhibitor: inhibitors of mouse TRPC6 channel; HEK293-TRPC6, membrane potential dye, ACh-evoked depolarization; stronger effect = lower value; B-score at 10 µM; actives 1.1% (n = 310,000); AID 2553;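 active = B-score under library mean minus 3 SD, initial fluorescence not abnormally high, positive integrated signal ratio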;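 also: B-score derived from integrated fluorescence ratio over the kinetic read; more negative B-score means stronger inhibition of depolarization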
Target sequence (Q61143 whole entry, looked up): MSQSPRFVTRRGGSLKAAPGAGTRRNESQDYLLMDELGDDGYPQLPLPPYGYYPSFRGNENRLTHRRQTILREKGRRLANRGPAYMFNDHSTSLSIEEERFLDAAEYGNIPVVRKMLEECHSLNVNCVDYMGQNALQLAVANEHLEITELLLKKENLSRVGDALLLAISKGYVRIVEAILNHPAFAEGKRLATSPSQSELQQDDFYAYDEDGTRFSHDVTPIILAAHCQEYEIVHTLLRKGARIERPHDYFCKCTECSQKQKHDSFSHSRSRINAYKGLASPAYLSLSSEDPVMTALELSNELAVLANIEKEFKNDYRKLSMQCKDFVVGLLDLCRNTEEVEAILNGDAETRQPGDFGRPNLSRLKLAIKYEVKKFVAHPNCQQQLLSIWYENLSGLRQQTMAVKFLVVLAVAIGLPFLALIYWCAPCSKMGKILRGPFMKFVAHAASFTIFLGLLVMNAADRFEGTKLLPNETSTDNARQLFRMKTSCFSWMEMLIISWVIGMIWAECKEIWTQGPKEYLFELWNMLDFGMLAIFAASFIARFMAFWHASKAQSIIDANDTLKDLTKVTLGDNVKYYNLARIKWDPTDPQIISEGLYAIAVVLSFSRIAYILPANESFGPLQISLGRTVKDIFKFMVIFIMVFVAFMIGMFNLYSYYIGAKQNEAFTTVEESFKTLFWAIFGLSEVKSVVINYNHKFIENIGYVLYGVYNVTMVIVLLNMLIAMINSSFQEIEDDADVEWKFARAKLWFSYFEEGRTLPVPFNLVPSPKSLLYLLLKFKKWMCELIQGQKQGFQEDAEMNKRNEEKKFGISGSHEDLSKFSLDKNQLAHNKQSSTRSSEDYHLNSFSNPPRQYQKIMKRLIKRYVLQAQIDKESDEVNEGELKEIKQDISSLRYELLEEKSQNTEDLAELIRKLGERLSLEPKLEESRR
RGS4 inh: human RGS4 inhibition | actives 0.45% (n = 310,000) | B-score at 10 µM | HEK293 M3R/RGS4 inducible, Fluo-4 calcium flux; stronger effect = higher value; triggered by carbachol at its EC20 | P49798;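 active = B-score, a plate-corrected calcium signal, over three deviations above library mean, with baseline fluorescence within five deviations of library mean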;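 also: RGS4 expression induced by doxycycline in cells with stable M3 receptor; B-score is computed from the integrated fluorescence ratio over baseline after carbachol; higher B-score means a larger calcium signal and so more RGS4 inhibition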
Target sequence (P49798 whole entry, looked up): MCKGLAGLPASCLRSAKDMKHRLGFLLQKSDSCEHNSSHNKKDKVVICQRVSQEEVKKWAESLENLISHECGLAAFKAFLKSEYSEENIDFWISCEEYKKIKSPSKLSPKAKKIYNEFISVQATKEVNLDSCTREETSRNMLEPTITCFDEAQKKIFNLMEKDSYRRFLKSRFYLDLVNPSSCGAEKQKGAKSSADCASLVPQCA
MrgX1 agonist: human MrgX1 receptor agonism, primary screen. Q96LB2. MrgX1-HEK293 cells, Fluo-4 calcium fluorescence, agonist mode; stronger effect = higher value. B-score at 10 µM. actives 0.44% (n = 310,000). AID 588627;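 active = calcium response B-score plate-corrected fluorescence ratio at least 3 library SD, with starting fluorescence B-score inside 5 SD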
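Material: MrgX1-expressing HEK293 cells / Dosing: compound as first of three additions / Incubation: overnight seeding, then 1 h dark dye loading / Signal: Fluo-4 NW calcium fluorescence / Evaluation: B-scored fluorescence response ratio / Benchmarks: positive and negative control wells on each plate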
TMEM16A inh: blocks the mouse calcium-activated chloride channel TMEM16A; Q8BHY3; HEK293 TMEM16A/YFP iodide influx fluorescence, ionomycin; normalized B-score (activity score, 25-100; higher = stronger inhibition) at 10 µM; actives 1.2% (n = 310,000); AID 588511;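 active = ratio plate-corrected score three or more library SD toward inhibition, starting fluorescence score within five deviations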;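 also: score derived from kinetic fluorescence span divided by baseline fluorescence per well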
TMEM16A act: activators or potentiators of mouse TMEM16A chloride channel. B-score at 10 µM. Q8BHY3. HEK293 TMEM16A/YFP-H148Q/I152L, iodide quench fluorescence; stronger effect = lower value. actives 0.3% (n = 340,000);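 active = fluorescence-ratio B-score plate-corrected deviation score at least 3 library SD below zero, with starting fluorescence score within 5 deviations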;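 also: channel opened by trigger with iodide after compound preincubation; score built on the fluorescence ratio of max minus min over baseline; more negative score means more quench and so TMEM16A activation or potentiation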
MrgX1 PAM: human MrgX1 positive allosteric modulation, primary screen; Q96LB2; MrgX1-HEK293, Fluo-4 calcium flux, FDSS; stronger effect = higher value; B-score at 10 µM; actives 0.63% (n = 310,000); AID 588675;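 active = plate-corrected calcium response at least 3 library SD above typical, normal starting fluorescence, not activating the receptor alone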;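 also: compound read alongside a low EC10 to EC30 dose of BAM8-22 agonist; peak minus trough fluorescence over baseline measured at the second addition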
TRPC6 activator: activators of mouse TRPC6 channel. Q61143. HEK293-TRPC6 membrane potential dye fluorescence; stronger effect = higher value. B-score at 10 µM. actives 0.13% (n = 310,000);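 active = B-score of the integrated fluorescence ratio above library mean plus 3 SD, and starting fluorescence ratio within library mean plus 5 SD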;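 also: higher score means more depolarization so channel activation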
SKKanGAS inh: blocks kanamycin growth of S. pyogenes SKKanGAS strain. AID 1662. inhibition, % at 7.5 µM. BacTiter-Glo, 6 h. actives 1.3% (n = 300,000);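 active = mean replicate score, as percent of positive control median, at least 50; inconclusive = mean below 50 but one replicate at or above 50; inactive = mean and every replicate below 50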;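 also: strain carries kanamycin resistance gene driven by streptokinase promoter and grows in 40 µg/ml kanamycin; loss of luminescence reflects streptokinase promoter inhibition or plain growth inhibition; 0% = median of DMSO wells and 100% = positive control at its reference dose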
HDAC3 inh: blocks human histone deacetylase 3; actives 0.15% (n = 320,000); inhibition, % at 8.3 µM; O15379; recombinant HDAC3, fluorogenic peptide/trypsin coupled, fluorescence; in the data active = inhibition above about 26%, passing the limit was not always enough; inconclusive = no clear call, values can overlap the other calls
MrgX1 antag: human MrgX1 receptor antagonism, primary screen | actives 1.3% (n = 310,000) | B-score at 10 µM | AID 588676 | MRGX1-HEK293 calcium flux, Fluo-4, BAM8-22 antagonism; stronger effect = lower value;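 active = calcium-response B-score plate-corrected more than 3 library SD below zero, starting fluorescence within 5 deviations, no agonist response on first addition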;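 also: peak minus trough fluorescence over baseline after final BAM8-22 challenge near maximal dose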
* marks the source's active call; other numbers are inactive results; i = inactive; ? = inconclusive; · = no result given.

SMILES	RGS4 act	TRPC6 inhibitor	RGS4 inh	MrgX1 agonist	TMEM16A inh	TMEM16A act	MrgX1 PAM	TRPC6 activator	SKKanGAS inh	HDAC3 inh	MrgX1 antag
CC(C)(C)N(NC(=O)c1ccccc1)C(=O)c1ccc(C(=O)N(NC(=O)c2ccccc2)C(C)(C)C)cc1	i	i	i	i	i	i	i	i	-8.8	2.3	i
COc1ccc(Br)cc1/C=N/n1c(C)nc2ccccc2c1=O	i	i	i	·	·	i	·	i	-0.8	·	·
CCc1ccc(OCc2nnc(NC(=O)c3cccs3)s2)cc1	i	i	i	i	i	i	i	i	-4.7	6.2	i
COc1ccc(N(CC(=O)NCc2ccccc2C)S(=O)(=O)c2ccc(C)cc2)cc1OC	i	i	i	i	i	i	i	i	1.7	6.1	i
Cc1noc(C)c1C(=O)N1CCN(S(=O)(=O)c2ccc(F)cc2)CC1	i	i	i	i	i	i	i	i	3.5	-6.8	i
CC1Cc2cc(/C(O)=C3/C(=O)C(=O)N(CC4CCCO4)C3c3ccco3)ccc2O1 (stereo not drawn)	i	i	i	i	i	i	i	i	-1.8	3.5	i
CN(C)c1ccc(C(=O)N/N=C/c2ccccn2)cc1	i	-6.6*	i	i	i	i	i	i	-6.0	10.6	i
CSc1ccccc1NC(=O)CN(C)CC(=O)Nc1ccccc1N1CCOCC1	i	i	i	i	i	i	i	i	9.0	·	i
Cc1ccc(NC(=O)CCc2c(C)nn(-c3ccc(N4CCOCC4)nn3)c2C)c(C)c1	i	i	i	i	i	i	i	i	4.0	-1.2	i
O=C(COC(=O)CCSc1ccccc1)NCc1ccccc1Cl	i	i	i	i	i	i	i	i	-19.9	2.0	i
CCc1cc(C(=O)OC)c(NC(=O)CCC(=O)O)s1	i	i	i	i	i	i	i	i	·	3.6	i
CCOc1ccccc1-n1c(SCC(=O)NCc2ccco2)nnc1-c1ccncc1	i	i	i	i	i	i	i	i	0.6	-9.0	i
Cc1cccc(NC(=O)c2nc[nH]c2C(=O)N[C@@H](CC(C)C)C(=O)OCc2ccccc2)c1	i	i	i	i	i	i	i	i	92.2*	2.7	i
COc1ccc(-c2noc(CCC(=O)NC3CCCCCC3)n2)cc1	i	i	i	i	i	i	i	i	-5.4	2.5	i
CCN1C(=O)/C(=C2\C=Cc3ccccc3N2CC)SC1=S	i	i	i	i	i	i	i	i	5.0	4.2	i
C(=N\Nc1nc2ccccc2[nH]1)/c1ccc2ncccc2c1	i	i	i	i	i	i	i	i	-6.8	0.5	i
O=C1C2C3C=CC(C3)C2C(=O)N1c1n[nH]c(-c2ccccc2)n1 (stereo not drawn)	i	i	i	i	i	i	i	i	-0.3	-2.9	i
COc1ccc(-c2nc3ccc(C)cn3c2NCc2ccc3c(c2)OCO3)cc1	i	i	i	i	i	i	i	i	-4.1	-19.9	i
COC(=O)c1ccc(CNC(=O)C23CC4CC(CC(C4)C2)C3)cc1	i	i	i	i	i	i	i	i	3.1	-2.6	i
O=C1Nc2cc(C(=O)NCCCN3CCCC3)ccc2S/C1=C/c1ccccc1F	i	i	i	i	i	i	i	i	4.2	10.2	i
O=C(COC(=O)[C@@H]1CC(O)CN1S(=O)(=O)c1ccccc1[N+](=O)[O-])c1ccccc1 (stereo partly drawn)	i	i	i	i	i	i	i	i	5.2	1.0	i
COc1ccc(C(=O)Nc2ccc3c(c2)OCO3)cc1OC	i	i	i	i	i	i	i	i	4.1	1.0	i
COc1cc(/C=C/C(=O)OCC(=O)NC(=O)NC(C)C)ccc1OCC#N	i	i	i	i	i	i	i	i	4.8	0.4	i
Cn1c(=NC(=O)CN2C(=O)C3CC=CCC3C2=O)sc2ccccc21 (stereo not drawn)	i	i	i	i	i	i	i	i	-3.0	0.5	i
Cc1cccc(OCCSc2cc(C)nc(N)n2)c1	i	i	i	i	i	i	i	i	-1.8	1.9	i
CCC1CCCCN1CCCNC(=O)CNC(=O)c1nn(-c2ccc(OC)c(Cl)c2)c(=O)c2ccccc12 (stereo not drawn)	i	i	i	i	i	i	i	i	1.6	-0.4	i
C/C(=N\NC(=O)c1ccccc1O)c1c(O)cc(C)oc1=O	i	i	i	i	i	i	i	i	4.1	0.6	i
CCN(C1CCS(=O)(=O)C1)S(=O)(=O)c1cccc([N+](=O)[O-])c1 (stereo not drawn)	i	i	i	i	i	i	i	i	13.7	-7.3	i
COc1cccc(C2OC(=O)c3ccccc3N2C(C)=O)c1OC(C)=O (stereo not drawn)	i	i	i	i	i	i	i	i	3.7	2.7	i
CCc1ccccc1N(CC(=O)NCC1CCCO1)C(=O)CCC(=O)Nc1cc(C)on1 (stereo not drawn)	i	i	i	i	i	i	i	i	-0.7	8.1	i
O=C(Oc1ccc(OC(=O)C2CCC2)cc1)C1CCC1	i	i	i	i	i	i	i	i	0.7	-2.7	i
CCCn1c(=O)c(C(=O)N/N=C/c2ccccc2F)c(O)c2ccccc21	i	i	i	i	i	i	i	i	14.6	-6.6	i
CCOC(=O)CCSc1nc(C)c2ccccc2n1	i	i	i	i	i	i	i	i	0.7	-3.1	i
Nc1ncncc1-c1ccc([N+](=O)[O-])cc1	i	i	i	i	i	i	i	i	6.3	-2.3	i
COc1cc(/C=C/c2ccc3cccc(OC)c3n2)c(OC(C)=O)c([N+](=O)[O-])c1	i	i	i	i	i	i	i	i	8.6	-1.0	i
O=C(CCNS(=O)(=O)c1ccc2c(c1)CCC(=O)N2)NCc1cccnc1	i	i	i	i	i	i	i	i	-7.9	-0.4	i
CC1(C)C2CCC1(C)C(NC(=O)CCN1CCCCC1)C2 (stereo not drawn)	i	i	i	i	i	i	i	i	1.6	4.7	i
COc1cc(C(=O)Nn2c(CC(C)C)nc3ccccc3c2=O)cc(OC)c1OC	i	i	i	i	i	i	i	i	-4.1	-2.0	i
CC(C)(C)n1nc(Cc2cccc3ccccc23)c(C#N)c1N	i	i	i	i	i	i	i	i	-7.1	-4.0	i
Cc1ccc(S(=O)(=O)NCCNC(=O)c2ccccc2)cc1	i	i	i	i	i	i	i	i	-5.7	1.6	i
CC(=O)N1CCCc2cc(S(=O)(=O)N3CCCC3)ccc21	i	i	i	i	i	i	i	i	-0.5	-0.4	i
Cc1nn(C)c(C)c1/C=N/NC(=O)c1csc2ccccc12	i	i	i	i	i	·	i	i	5.6	0.1	i
O=C(CCc1ccccc1)Nc1nccs1	i	i	i	i	i	i	i	i	0.0	-2.6	i
COc1cccc(NS(=O)(=O)c2ccc(S(=O)(=O)N3CCOCC3)cc2)c1	i	i	i	i	i	i	i	i	6.2	-0.8	i
CC(C)c1nc(SCC(=O)Nc2ccc(N(C)C)cc2)c2ccccc2n1	i	i	i	i	i	i	i	i	5.5	1.0	i
O=C(CSc1nc2c([nH]c3ccccc32)c(=O)n1-c1cccc(Cl)c1)N1CCOCC1	i	i	i	i	i	i	i	i	9.8	2.4	i
COc1ccc(S(=O)(=O)N2CCOCC2)cc1N=Nc1sc(N)nc1-c1ccccc1	i	i	i	i	i	i	i	i	12.5	-5.0	i
O=c1[nH]c2ccc([N+](=O)[O-])cc2nc1/C=C(\O)c1ccccc1	i	i	i	i	i	i	i	i	0.6	8.5	i
Cc1ccccc1NC(=O)c1ccccc1NC(=O)c1ccco1	i	i	i	i	i	i	i	i	-0.2	-0.9	i
CCCCCC(=O)NNC(=O)c1ccc(-c2ccccc2)cc1	i	i	i	i	i	i	i	i	-6.4	-2.8	i
COc1ccc(CNC(=O)c2ccc3c(=O)n(CCCN4CCCC4=O)c(=S)[nH]c3c2)cc1	i	i	i	i	i	i	i	i	18.1	2.8	i
COc1ccc(-c2nc(NC(=O)c3[nH]c(C)c(C(C)=O)c3C)sc2C)cc1	-11.4*	i	i	i	i	i	i	i	38.8	-1.7	-8.53*
CCCC(=O)N(Cc1cc(=O)[nH]c2ccccc12)c1ccc(C)cc1	i	i	i	i	i	·	i	i	5.9	3.7	i
CC1CCCCN1C/C=C/c1ccccc1[N+](=O)[O-] (stereo not drawn)	i	i	i	i	i	i	i	i	2.3	-0.5	i
CC(C)CN1CCNC(=O)C1CC(=O)NCCc1cnn(-c2ccccc2)c1 (stereo not drawn)	i	i	i	i	i	i	i	i	-0.1	-16.4	i
O=C(NCC(=O)N(c1ccc2c(c1)OCO2)C(C(=O)NC1CCCC1)c1ccncc1)c1ccco1 (stereo not drawn)	i	i	i	i	i	i	i	i	10.5	3.4	i
COc1ccc(NC(=S)N2CCC(c3nc4ccccc4[nH]3)CC2)c(OC)c1	i	i	i	i	i	i	i	i	-7.9	-1.3	i
CCc1nc2ccccc2c(C(=O)O)c1C	i	i	i	i	i	i	i	i	-0.1	-2.2	i
O=C(O)CCc1nc2cc(Cl)ccc2n(Cc2ccccc2)c1=O	i	i	i	i	i	i	i	i	-5.8	-1.3	i
Cc1cccc(NC(=O)NCc2cccnc2)c1C	i	i	i	i	i	i	i	i	0.6	3.6	i
The list continues.
SMILES	RGS4 act	TRPC6 inhibitor	RGS4 inh	MrgX1 agonist	TMEM16A inh	TMEM16A act	MrgX1 PAM	TRPC6 activator	SKKanGAS inh	HDAC3 inh	MrgX1 antag
C=CC[N+]1(CC#Cc2ccccc2)CCCC1	i	i	i	i	i	i	i	i	-4.4	0.1	i
NN/C(=C\[N+](=O)[O-])Nc1ccccc1	i	i	i	i	i	i	i	i	7.6	-4.8	i
COc1ccccc1OCC(=O)NNC(=O)CCCC(=O)NNC(=O)COc1ccccc1OC	i	i	i	i	i	i	i	i	-10.9	2.2	i
O=C(Nc1cccc2ccccc12)c1ccc(OC(=S)N2CCOCC2)cc1	i	i	i	i	i	i	i	i	7.3	3.9	i
CC1=NN(C(=O)CCc2ccc3c(c2)OCO3)C(O)(C(F)(F)F)C1 (stereo not drawn)	i	i	i	i	i	i	i	i	-1.6	5.0	i
O=C(CSc1nnc(NC(=O)c2c(F)cccc2F)s1)NCC1CCCO1 (stereo not drawn)	i	i	i	i	i	i	i	i	-10.3	5.8	i
Cc1cc(/C=C(\C#N)C(=O)NCc2ccccc2)cc(C)c1O	i	i	i	i	i	i	i	i	-1.6	-2.7	i
Cc1ccsc1C(=O)OCC(=O)c1cc(C)n(CC2CCCO2)c1C (stereo not drawn)	i	i	i	i	i	i	i	i	9.4	-6.0	i
CCN1C(=O)[C@H]2[C@@H](c3ccc(-c4ccc(F)cc4)c(OC)c3)N[C@@](CC(C)C)(C(=O)OC)[C@H]2C1=O	i	i	i	i	i	·	i	i	16.3	?	i
CN(Cc1nccn1C)C(=O)c1ccc(OC2CCN(CCc3ccccc3)CC2)cc1	i	i	i	i	i	i	i	i	-0.6	2.7	i

Random draw from the library, and some 6.7% of all compounds hit somewhere here.
